# Compound activity deposited in PubChem BioAssay by several laboratories.
# HIV fusion peptide: inhibitors of HIV fusion peptide binding, primary screen, biochemical, uHTS, fluorescence dequenching (AID 1986). cell-free peptide binding, fluorescence dequenching, 30 min; higher % means a stronger effect. 0.3% of 290,000 active. one-dose inhibition, % at 20 µM; IC50 in µM for titrated hits; in the data active means inhibition mostly above about 52%, no sharp cut-off; inactive means mostly below about 76%; further: some results filed as inactive read as strong as hits
# Yfh1-off respiration: enhancers of respiration in Yfh1-depleted yeast, dose response, Friedreich's ataxia, plus single-dose screen (AID 1465); fold induction at 50 µM; hits with a dose series show EC50 in µM; S. cerevisiae Yfh1-off respiration, WST-1 reduction, 72 h; higher fold induction means a stronger effect; 0.074% of 220,000 active;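 active means fold induction of absorbance versus untreated yeast above a set limit, then at least 30% activation at any dose in follow-up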;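 further: activators that raise dye reduction in frataxin-depleted yeast; strong numbers were not always called active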
# Autophagy HCS: autophagy modulators in MEF cells, primary screen, imaging, high-content, MEF GFP-LC3. MEF GFP-LC3 puncta imaging; test concentration mostly 10 µM. calls only at 10 µM (by protocol). 0.98% of 190,000 active;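 active means percentage of spot-positive cells more than 3 SD above its plate mean, without a fluorescence outlier flag or 80% toxicity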;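 further: spot-positive cell cutoff set from DMSO-treated cells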
# AID2073: inhibitors of Mint1-CaV2.2 protein interaction, biochemical, HTRF (AID 2073); HTRF protein-protein interaction, Mint1-CaV2.2; higher % means a stronger effect; inhibition, % at 20 µM; hits with a dose series show IC50 in µM; 0.19% of 290,000 active; in the data active means inhibition mostly above about 51%, no sharp cut-off; further: some results filed as inactive read as strong as hits
# MT stabilize HCS: microtubule stabilizers in HeLa cells, primary screen, imaging, high-content imaging. AID 2205, 2009. % tubulin-high responders, % at 10 µM. HeLa tubulin immunostaining HCS, 24 h; share of cells brighter than vehicle mean+2SD. 0.83% of 200,000 active;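 active means plate Z-score above 3 for both tubulin-high and condensed-nucleus cell shares, with cell loss under 80%, at 10 µM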;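 further: anti alpha tubulin signal scored within the nucleus-defined area of each cell; some results filed as inactive read as strong as hits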
# Insulin prom up: insulin promoter activators in MIN6 cells, imaging, high-content screening, mouse beta cells; AID 1625, 2009; 0.3% of 190,000 active; MIN6 insulin promoter-GFP reporter; active compounds read high; z-score at 5 µM;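 active means z-score above 3 at 5 µM with at least 500 cells counted in the well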
# WT yeast gro inh: growth inhibition of WT strain, primary screen, mitochondrial fusion inhibitor project, WT and mutant strains, chemical genetic. mitochondrial fusion phenotypic screen. 2.1% of 190,000 active. AID 1362, 2008. inhibition, % at 10 µM; in the data active means inhibition above about 58%; tested in S. cerevisiae
# Dynein cargo inh: inhibitors of GR-EGFP nuclear translocation, primary screen, dynein cargo transport inhibitor project, imaging, high-content, 3617.4 mouse cells | test concentration mostly 20 µM; stimulated with dexamethasone, 1 µM; active compounds read low | z-score, hits read low | 0.47% of 220,000 active | AID 1381, 2008;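 active means plate z-score of nuclear minus cytoplasmic receptor signal below a set negative limit, without overly bright fluorescence or cell loss, cut at about -3.5 in these data, passing the limit was not always enough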;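 further: z-score of nuclear minus cytoplasmic ring GR-EGFP intensity difference per well; some compounds called inactive have numbers as strong as hits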
#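 medium = tetracycline-free induction medium containing charcoal-stripped FBS | probe or stimulus = dexamethasone, 1.0 µM final | timing = 48 h induction, then 1 h compound, then 30 min agonist, 37 °C | detection = automated 10x imaging of fixed Hoechst-stained cells | read-out basis = nuclear versus cytoplasmic GR-EGFP signal, averaged per well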
# bCat nuc transl: modulators of beta-catenin nuclear translocation, primary screen, imaging, HeLa cells, immunofluorescence, high-content. nuclear translocation activity, % at 5 µM. 0.3% of 190,000 active. AID 1665, 2009;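 active means nuclear translocation activity above 50% at 5 µM, with a well cell count of 50 or more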;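 further: per-cell ratio of nuclear to cytoplasmic median beta-catenin stain intensity; plate controls were DMSO negative control for no effect and GSK-3 inhibitor IX positive control for full effect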
#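 Signal – beta-catenin immunofluorescence imaging with DAPI · Test system – human HeLa cell line · Dosing – 5 µM primary single dose, 0.1% DMSO, 0.02–20 µM confirmation series · Measure – % activation, nuclear-to-cytoplasmic median beta-catenin signal ratio per cell · Incubation – 24 h compound exposure at 37°C, 5% CO2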
# WT yeast gro inh mutant strain: further read-out of WT yeast gro inh, marked with its call; inhibition, %; mitochondrial fusion phenotypic screen, mutant strain inhibition
# Dynein cargo inh cytoplasmic EGFP: recorded beside Dynein cargo inh, whose call it bears; z-score; measured here: cytoplasmic GR-EGFP intensity; active compounds read high
# Dynein cargo inh nuclear GR-EGFP: recorded beside Dynein cargo inh, whose call it bears; z-score; measured here: nuclear GR-EGFP intensity;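 lower value marks the stronger effect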
# Dynein cargo inh cell count: recorded beside Dynein cargo inh, whose call it bears; z-score; measured here: cell count per field
# Insulin prom up cell count: further read-out of Insulin prom up, marked with its call; cell count; measured here: cytotoxicity, nuclei count;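 total cells summed across four imaged fields per well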
# bCat nuc transl cell count 5 µM: recorded beside bCat nuc transl, whose call it bears; cell count; measured here: cell count, cytotoxicity flag
# MT stabilize HCS Hoechst-high %: recorded beside MT stabilize HCS, whose call it bears; % Hoechst-high responders; measured here: nuclear condensation Hoechst responders;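 share of cells brighter than vehicle mean plus two SD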
# MT stabilize HCS cytotoxicity %: second read-out of MT stabilize HCS, no call of its own (marks repeat the call); toxicity, %; measured here: cytotoxicity by cell density;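 0% = mean cell density of plate MIN control wells and 100% = no cells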
# Autophagy HCS cell loss 18 h: second read-out of Autophagy HCS, no call of its own (marks repeat the call); toxicity, %; measured here: cell loss, nuclei count;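 cell loss after 18 h compound exposure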
# An asterisk follows results filed as active; i = inactive; . = no result given. Outcome played no part in choosing rows (roughly 4.2% active in at least one column).
Molecule	HIV fusion peptide	Yfh1-off respiration	Autophagy HCS	Autophagy HCS cell loss 18 h	AID2073	MT stabilize HCS	MT stabilize HCS Hoechst-high %	MT stabilize HCS cytotoxicity %	Insulin prom up	Insulin prom up cell count	WT yeast gro inh	WT yeast gro inh mutant strain	Dynein cargo inh	Dynein cargo inh cytoplasmic EGFP	Dynein cargo inh nuclear GR-EGFP	Dynein cargo inh cell count	bCat nuc transl	bCat nuc transl cell count 5 µM
COc1cc([N+](=O)[O-])c2nccnc2c1	-1.5%	i	i	-12	9%	2.7	1.4	8.6	-0.39	1549	-5	6	0.26	-0.29	0.77	-0.31	0.8	979
O=C(/C=C(/c1ccc(Cl)cc1)n1cncn1)c1ccccc1	-2.9%	i	i	8	-4%	4.2	3.1	3.4	0	1153	-6	-17	-0.49	-0.12	0.64	-0.64	6.7	436
COc1cc([N+](=O)[O-])ccc1NC(=O)CSc1ccccn1	-2.1%	i	i	-25	25%	3.8	1.9	7.8	0.25	1259	-8	-1	-0.72	-0.3	-0.37	1.2	-3.6	1077
CC(C)(C)c1ccccc1N=Cc1ccc2ccccc2n1	1.3%	i	i	-3	-2%	3.0	1.6	5.3	-0.39	1539	-13	5	2.2	0.21	1.6	-1.8	0.7	1328
Cc1ccc2c(CN3CCOCC3)cc(=O)oc2c1	-0.2%	i	.	.	-5%	.	.	.	0.29	1361	.	.	2	-0.18	0.73	-1.3	-0.5	1375
Cc1ccnc(NC(=O)COc2ccccc2[N+](=O)[O-])c1	-0.4%	i	i	10	8%	3.5	2.7	4.6	0.22	1275	-3	5	-0.34	-0.33	0.31	0.7	2.2	1075
O=C(NCc1nnc2n1CCCCC2)c1ccc(Cl)cc1Cl	1.3%	i	i	-1	2%	4.7	1.8	7.4	0.34	892	-8	-10	1.3	-0.15	0.98	-1.6	-2.3	1227
CCN1CCn2c3c(c4cc(Br)ccc42)CCCC31 (stereo not drawn)	.	i	i	1	.	3.2	1.6	2.4	.	.	.	.	-0.61	0.56	0.37	1.4	.	.
COc1ccc(/C=N/NC(=O)CC(=O)NC2CCCCC2)cc1	-0.7%	i	i	18	3%	1.5	0.9	4.7	0.05	1275	5	0	-1	-0.26	-0.52	0.61	0.7	1108
Cc1cc(C(=O)N/N=C/c2cccs2)no1	-0.6%	i	i	-10	1%	2.0	4.1	9.2	1.1	1241	-1	-19	1.7	-0.32	0.47	-0.53	.	.
COc1ccc(/C=N/NC(=O)c2cccc([N+](=O)[O-])c2)cc1O	-2.2%	i	i	-4	-3%	1.7	2.0	4.1	-0.24	1461	15	12	-0.75	-0.11	0.25	0.32	0.1	1517
c1cncc(-c2nc3cc(Cc4ccc5oc(-c6cccnc6)nc5c4)ccc3o2)c1	-2.9%	.	.	.	-14%	.	.	.	-0.95	1217	.	.	.	.	.	.	-5.5	922

# (list continues)
Molecule	HIV fusion peptide	Yfh1-off respiration	Autophagy HCS	Autophagy HCS cell loss 18 h	AID2073	MT stabilize HCS	MT stabilize HCS Hoechst-high %	MT stabilize HCS cytotoxicity %	Insulin prom up	Insulin prom up cell count	WT yeast gro inh	WT yeast gro inh mutant strain	Dynein cargo inh	Dynein cargo inh cytoplasmic EGFP	Dynein cargo inh nuclear GR-EGFP	Dynein cargo inh cell count	bCat nuc transl	bCat nuc transl cell count 5 µM
COc1ccc(CN(C(=S)Nc2ccccc2)C2CC(=O)N(c3ccc(F)cc3)C2=O)cc1 (stereo not drawn)	15%	i	i	0	-25%	1.6	0.9	5.8	-0.71	1301	16	-4	1.7	-0.13	0.98	-1.6	-0.5	1489
Cc1cccc2sc(NNC(=O)c3ccc(S(=O)(=O)N4CCc5ccccc5C4)cc3)nc12	7.6%	.	i	-27	-3%	5.5	8.7	17	-2.4	592	-11	-18	2.9	-0.026	3.3	-1.9	-5.7	402
CC(C)(C)c1nc(CN2CCOCC2)ccc1O	1.3%	i	i	0	0%	4.2	1.2	2.4	0.99	1418	-20	-9	1.6	-0.24	1.3	-0.73	-1.7	1032
COc1ccc(CNC(=O)CCSCc2cccc(Cl)c2)c(OC)c1	-2.1%	i	i	3	3%	1.7	2.3	10	1.2	1349	9	-13	0.76	-0.21	0.45	-0.51	3.5	1014
COc1c2c(nc3occc13)C(CC=C(C)C)(OC)C(=O)C=C2 (stereo not drawn)	-0.6%	i	i	10	0%	1.4	1.8	4.7	1.3	1495	-8	1	-0.039	-0.25	0.11	0.29	0.6	1508
Cc1ccc(CCNC(=O)c2cc(-c3ccncc3)nc3ccccc23)cc1	0.7%	i	.	.	-6%	.	.	.	-1.3	1075	.	.	0.59	-0.19	0.52	-0.62	-0.3	1313
O=C(CCCc1cccs1)Nc1nc2c(s1)CCCC2	1.9%	i	i	5	-4%	2.6	2.4	9.3	0.09	1788	24	27	-0.14	0.14	-0.071	0.38	0.4	1022
CCOC(=O)N1CCN(C(=O)CN(c2cccc(C(F)(F)F)c2)S(C)(=O)=O)CC1	1.6%	i	i	5	-2%	1.9	1.3	8.9	0.79	1192	7	8	0.24	-0.35	0.091	-0.43	-1.0	1113
O=C(Cn1nnc(-c2ccccc2)n1)OCc1ccccc1	0.2%	i	i	1	9%	2.0	3.0	7.7	.	.	-11	-10	-0.92	-0.22	-0.45	0.85	.	.
CCN(CC)CCn1c(NCc2cc(OC)ccc2OC)nc2ccccc21	-0.3%	.	i	-6	7%	2.6	1.5	4.9	-1.7	808	-5	10	0.054	-0.2	-0.026	-0.74	-2.2	1222
COc1cc(C2NC(=O)NC(C)=C2C(=O)OC(C)(C)C)ccc1OCC(=O)O (stereo not drawn)	1.5%	i	i	2	10%	4.7	2.7	49	0.18	2008	2	10	-1.1	0.27	-0.09	0.66	-1.6	1074
COc1ccccc1NS(=O)(=O)c1cccc(C(=O)OCC(=O)Nc2cc(C)on2)c1	0.1%	i	i	-8	13%	2.2	1.6	10	0.38	1420	1	-13	-0.66	-0.14	-1	0.18	0.9	1367

# (next part)
Molecule	HIV fusion peptide	Yfh1-off respiration	Autophagy HCS	Autophagy HCS cell loss 18 h	AID2073	MT stabilize HCS	MT stabilize HCS Hoechst-high %	MT stabilize HCS cytotoxicity %	Insulin prom up	Insulin prom up cell count	WT yeast gro inh	WT yeast gro inh mutant strain	Dynein cargo inh	Dynein cargo inh cytoplasmic EGFP	Dynein cargo inh nuclear GR-EGFP	Dynein cargo inh cell count	bCat nuc transl	bCat nuc transl cell count 5 µM
Cc1cc2c(=O)n(CC(=O)NCC(=O)N3CCN(Cc4ccccc4)CC3)cnc2s1	-1.4%	i	i	-11	5%	1.5	2.0	7.5	0.75	1227	13	18	-0.78	-0.18	-0.041	0.93	.	.
O=C(NCc1cccnc1)C1CCCN(Cc2cnn(-c3ccccc3)c2-n2cccc2)C1 (stereo not drawn)	-0.1%	i	i	-19	-2%	3.5	3.4	12	-0.61	922	21	16	0.54	-0.038	0.13	0.41	.	.
N#CCN1C(=O)C2CCCN2c2ccc(S(=O)(=O)N3CCOCC3)cc21 (stereo not drawn)	-0.3%	i	i	-1	6%	3.6	1.4	10	0.3	1334	1	9	-0.26	-0.29	-0.14	-0.42	2.1	1102
COc1ccc(Cn2nnnc2CN2CCCCCC2)cc1	-0.1%	i	i	-35	-10%	2.5	1.5	2.3	0.05	1434	5	4	-0.6	-0.27	-0.31	0.47	0.3	1507
CCOC(=O)N1CCN(c2c(N3CCN(C(=O)OCC)CC3)c(=O)c2=O)CC1	0.7%	i	.	.	2%	.	.	.	-1.1	1020	.	.	-0.63	-0.28	-0.22	0.73	-1.2	1312
NC(=O)C1CCN(C(=O)c2ccc3nc(N4CCCCC4)sc3c2)CC1	0.0%	i	.	.	14%	.	.	.	-0.19	1081	.	.	-1	-0.24	0.11	0.32	1.3	1339
CC(C)CC(=O)NC(Nc1ccc([N+](=O)[O-])cc1)C(Cl)(Cl)Cl (stereo not drawn)	-3.6%	i	i	2	-14%	1.7	3.5	10	0.2	1287	11	-17	0.8	-0.23	0.34	-0.67	-1.1	518
O=C1c2ccccc2C(=O)N1CCSc1ncn[nH]1	1.6%	i	i	-3	0%	3.2	2.3	3.2	.	.	-8	-1	-0.76	-0.17	-0.54	0.39	-5.1	558
O=C(c1ccc(OC2CCN(Cc3ccccn3)CC2)cc1)N1CCCCO1	-1.3%	i	i	-31	-10%	2.0	2.2	4.5	0.52	1369	0	1	-0.77	-0.33	-0.4	1	-2.8	1212
O=C(C1=C(O)C(=O)N(c2ncccn2)C1c1cccc(Cl)c1)c1ccco1 (stereo not drawn)	23%	i	i	8	15%	3.0	1.3	5.8	0.09	1112	-8	9	4.1	0.43	2.4	-1.9	-1.1	1155
O=C(COC(=O)c1ccccc1Br)NCCC1=CCCCC1	-0.8%	i	i	7	28%	7.0	3.3	9.2	0.69	1108	-11	15	-0.34	-0.35	0.14	1.3	1.7	1079
CCOC(=O)C1=C(N)OC2=C(C(=O)CCC2)C1c1cccs1 (stereo not drawn)	1.1%	i	i	10	10%	1.9	2.9	6.6	1.4	1160	2	-6	-0.085	-0.21	0.24	0.63	-0.6	792
COc1ccc2c(CC(=O)OCC(=O)c3ccc(F)cc3)coc2c1	-0.5%	i	.	.	11%	1.7	1.2	4.9	0.48	1129	10	7	-0.74	-0.12	-0.063	0.004	-1.4	1148
CCCCCCCCc1nnc(N)s1	-0.2%	i	.	.	0%	.	.	.	0.05	1152	.	.	-0.18	-0.26	0.56	-0.54	-0.9	1302
Cc1cccc(N2CC(C(=O)Nc3ccc4c(c3)OCO4)CC2=O)c1C (stereo not drawn)	-1.0%	i	i	-2	10%	2.4	3.2	41	-0.2	1197	5	35	0.34	-0.29	0.55	0.28	.	.
